Akt phos inh: inhibitors of Akt phosphorylation; Neuro2A IGF-stimulated pAkt S473 HTRF, 20 min; active compounds read low; activity change, % for hits at 50 µM; 360,000 compounds, 0.32% hits; in the data active = activity change below about -80%; inconclusive = mostly about -51% to -80%; also: % is scaled to controls: 0 for no effect and ±100 for the full control effect
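Single-point screen (50 µM final compound) in Neuro2A cells stimulated 20 min with 6 nM IGF at 37 deg C. After lysis, Ser473-phosphorylated Akt read by HTRF (ex 330 nm, em 615/665 nm) as the 665/615 ratio.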
Nrf2 inh: inhibitors of Nrf2 signaling. Potency, µM (doses to about 46 µM), inactives show at the top dose activity change, negative = inhibition, hits mostly inhibitors. 360,000 compounds, 2.1% hits. AID 504444. A549 ARE-Fluc reporter, luciferase luminescence, 18-24 h; also: potency is read from the fitted curve at half-maximal effect; % is scaled to controls: 0 for no effect and ±100 for the full control effect; nearly all actives have a fitted effect of over 60% in size
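Cells were seeded and rested 2 h, then exposed to compounds for 18-24 h. CellTiter-Fluor was read first as a viability measure. BugLite was added 15 min before the final luminescent read of ARE-luciferase activity in A549 cells.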
TGFb inhibitor: inhibitors of TGF-b signaling; HepG2 CAGA-GFP TGF-b/SMAD3 reporter, GFP fluorescence, 18 h; TGF-beta stimulated, 500 pg/mL final; Potency, µM (titrated, usually from 46.1 µM), inactives show at the highest dose activity, negative = inhibition, actives largely listed as inhibitors; 410,000 compounds, 1.2% hits; AID 588855; also: potency is read from the fitted curve at half-maximal effect; % is scaled to controls: 0 for no effect and ±100 for the full control effect; nearly all actives have a fitted effect of over 65% in size
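TGF-beta reporter screen: HEPG2 CAGA-GFP, 1% FBS, 500 pg/mL TGF-beta final, 18 h; per-cell GFP summed per well; curves fitted and categorized by class.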
Nrf2 ARE act: activators of Nrf2 (ARE) signaling; AID 624171; Potency, µM (doses to about 46.1 µM), for inactives: at the highest dose activation, hits mostly activators; 410,000 compounds, 0.31% hits; AREc32 ARE-luciferase reporter (MCF7-derived line), luminescence, 24 h; also: potency is read from the fitted curve at half-maximal effect; % of control where 0% means no effect; nearly all actives have a fitted effect of over 65% in size
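AREc32_Fluc, 1000 cells/well, OPTI-MEM + 5% FBS, o/n 37 deg C 5% CO2; 23 nL cpd by pin tool, 24 hr; Steady-Glo 30 min RT, luminescence.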
CCT modulator: cytosolic chaperonin activity modulation | AID 651819 | 360,000 compounds, 0.3% hits | purified chaperonin ATPase assay, HTRF ADP detection, 30 min | activity change, % (concentration not given with the values), hits read low; in the data active = activity change below about -30%; also: % is scaled to controls: 0 for no effect and ±100 for the full control effect
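ATPase activity: ADP formed was measured by HTRF Transcreener (665/615 nm ratio) after 30 min at 37 deg C with 10 uM ATP. Compounds screened at one 76 uM concentration against 40 or 20 nM TRiC in Tris pH 7.4/KCl/MgCl2/DTT buffer.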
MmCpn inh: inhibitors of Methanococcus maripaludis chaperonin (MmCpn); Potency, µM (highest dose often 76.9 µM), for the others: at the highest dose activity, negative = inhibition, actives largely listed as inhibitors; 330,000 compounds, 0.031% hits; purified Mm-Cpn ATPase, ADP Transcreener TR-FRET; also: potency is read from the fitted curve at half-maximal effect; % is scaled to controls: 0 for no effect and ±100 for the full control effect; nearly all actives have a fitted effect of over 80% in size
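TR-FRET (320 nm excitation; 590 and 665 nm emission) reports ADP made from 10 uM ATP by 25 nM enzyme; compounds were preincubated 10 min, reaction run 30 min, both at 37°C.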
HepG2 tox: kills HepG2 cells in TGF-b inhibitor counter-screen; HepG2 CAGA-GFP viability, ATP luminescence, 18 h; Potency, µM (series often up to 46.1 µM), inactives show at the highest dose activity change, negative = cytotoxicity, usual class: cytotoxic; 410,000 compounds, 0.76% hits; also: potency is read from the fitted curve at half-maximal effect; some results filed as inactive show a strong effect at the top dose
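CellTiter-Glo luminescence gave cytotoxicity after 18 hours at 37 degrees C. The cells were HepG2 CAGA-GFP in 1% FBS DMEM, stimulated with 500 pg/mL TGF-beta after compound addition. %Activity was normalised to no-cell wells (complete cell-killing) and DMSO (no toxicity), and curves were fitted and classified.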
A549 tox: kills or reduces viability of A549 cells in Nrf2 counter-screen; A549 ARE-Fluc cells, CellTiter-Fluor viability, 18-24 h; Potency, µM (top dose mostly 46 µM), for inactives: at the highest dose activity change, negative = cytotoxicity, usual class: inhibitors; 390,000 compounds, 0.16% hits; AID 504648; also: potency is read from the fitted curve at half-maximal effect; % is scaled to controls: 0 for no effect and ±100 for the full control effect
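Cytotoxicity counterscreen: CellTiter-Fluor fluorescence was measured in A549 ARE_Fluc cells after 18-24 h of compound exposure in a concentration series. The subsequent BugLite luminescent read reports ARE-luciferase activity.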
Abeta rescue: A-beta toxicity reversal in yeast. yeast expressing A-beta42, growth rescue, OD600, 48 h; response scale: 0% DMSO, 100% iron-clioquinol control. Potency, µM (highest dose often 46.1 µM), for inactives: at the highest dose growth rescue, hits mostly activators. 410,000 compounds, 0.063% hits. AID 1347071; also: potency is read from the fitted curve at half-maximal effect; nearly all actives have a fitted effect of over 55% in size
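Growth rescue measured by 600 nm absorbance after 48 h yeast culture at 30 C with compound. Values normalized between DMSO and an equimolar ferric chloride plus clioquinol control.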
An asterisk follows results filed as active; i = inactive; u = inconclusive; x = not tested or not shown; [ ] = remark or other dose. Unless noted, calls follow the shape of the dose curve; as a rule, active = well fitted curve in the direction sought with a large enough effect; inconclusive = small, poorly fitted or top-dose-only effect, or another doubt; inactive = no such curve, though single readings can be large; an effect the other way counts as inactive or inconclusive.

no.	Compound	Akt phos inh	Nrf2 inh	TGFb inhibitor	Nrf2 ARE act	CCT modulator
1	CS(=O)(=O)N(Cc1ccccc1)c1ccc(C(=O)NCc2cccnc2)cc1	i	-16%	6%	0.2%	-1.6
2	O=C1/C(=C\c2ccsc2)NC(=S)N1c1ccccc1	i	u	-17%	u	0.5
3	COCCCN1CCc2nc(SCC(=O)Nc3ccc(C)c(Cl)c3)[nH]c(=O)c2C1	x	6%	9%	1.8%	x
4	CSCCC(NC(=O)c1ccccc1Br)C(=O)N1CCCC(C(F)(F)F)C1 (stereo not given)	i	5%	-22%	-0.3%	-1.8
5	COC(=O)C(CC(=O)c1ccc(Cl)cc1)c1ccc(C)cc1 (stereo not given)	i	x	-4%	-0.6%	0.8
6	COc1ccc(-n2c(C)cc(C(=O)CSc3ccc(NC(C)=O)cc3)c2C)cc1	i	12%	-6%	5.0%	-1.8
7	CCC(=O)Nc1nnc(CSCc2ccccc2)s1	i	x	9%	1.9%	-2.1
8	Cc1cc2c(cc1S(=O)(=O)N1CCN(c3cccc(C)c3C)CC1)OCC(=O)N2	i	-21%	2%	-0.2%	-0.2
9	C(#CCN1CCC(Cc2ccccc2)CC1)COCCOCc1ccccc1	i	6%	-20%	-0.1%	0.2
10	Cc1ccc(-n2ncc(C(=O)N3CCN(C(=O)c4ccco4)CC3)c2C2CCN(C(=O)OC(C)(C)C)CC2)cc1	x	u	7%	-1.4%	x
11	COc1ccc(C(CNC(=O)c2cccc(S(=O)(=O)N3CCCc4ccccc43)c2)N(C)C)cc1 (stereo not given)	i	1%	u	9.8%	-0.6
12	S=c1[nH]nc(-c2ccco2)n1/N=C/c1cccs1	i	14%	0%	19%	-0.5
13	COc1ccccc1NC(=O)Cc1c(F)cccc1Cl	i	17%	8%	1.4%	3.6
14	O=C(NC1CCCCC1)C(c1ccnc2ccccc12)N1CCOCC1 (stereo not given)	i	x	6%	-0.1%	-1.7
15	Nc1nc(-c2cccs2)c(-c2cccs2)s1	i	13%	-2%	0.6%	-0.7

no.	MmCpn inh	HepG2 tox	A549 tox	Abeta rescue
1	0%	-2%	-5%	0%
2	-8%	1%	0%	-9%
3	x	-22%	5%	-40%
4	-1%	-14%	-14%	5%
5	0%	7%	13%	11%[9.22 µM]
6	-2%	-28%	17%	-2%
7	1%	-3%	-2%	16%
8	2%	-21%	-7%	4%
9	2%	-19%	6%	3%
10	x	-12%	5%	2%
11	x	-21%	-23%	0%
12	1%	10%	-2%	-3%
13	2%	0%	0%	0%
14	x	11%	x	-16%
15	-2%	-9%	0%	-10%

no.	Compound	Akt phos inh	Nrf2 inh	TGFb inhibitor	Nrf2 ARE act	CCT modulator
16	CN(C(=O)COC(=O)/C=C/c1ccc(C(F)(F)F)cc1)c1c(N)n(Cc2ccccc2)c(=O)[nH]c1=O	i	-27%	u	10%	-0.7
17	Cc1cn([C@H](C(=O)NCCCCCCCCCCC(=O)N2CCNCC2)[C@@H](C)O)nn1	i	25%	5%	2.6%	-0.1
18	CCN(c1cccc(C(F)(F)F)c1)S(=O)(=O)c1ccc2c(c1)CCN2C(=O)C1CC1	i	u	u	0.2%	-0.8
19	COc1cc(C(C)=O)ccc1OC(=O)N1CCOCC1	i	x	-4%	3.4%	0.4
20	CC(C)(C)c1nnc(NC(=O)CN2C(=O)C3C4C=CC(C4)C3C2=O)s1 (stereo not given)	i	-28%	-6%	-0.7%	-0.1
21	Cc1cccc(OCC(=O)NCC(=O)N/N=C/c2c(C)[nH]c3ccccc23)c1	i	-6%	-17%	-0.5%	-2.0
22	CC(C)c1ccc(NC(=S)NCc2ccc3c(c2)OCO3)cc1	i	0%	u	4.5%	-2.7
23	CN(C)CCN1C(=O)c2oc3ccc(F)cc3c(=O)c2C1c1ccncc1 (stereo not given)	i	-3%	4%	-0.5%	1.6
24	Cc1ccc(OCC(O)CN2CCOCC2)cc1 (stereo not given)	i	-20%	12%	-0.8%	0.8
25	O=c1cc2c(nn1Cc1c(Cl)cccc1Cl)-c1ccccc1CC2	i	-29%	u	1.0%	-1.4
26	NCCN=C1NS(=O)(=O)c2ccccc21	i	1%	-4%	-0.3%	0.2
27	NC(=O)CS(=O)(=O)c1nc2ccccc2n1CC(=O)N1CCCCC1	x	u	-9%	2.2%	0.0
28	CCOCC(O)CNC(=O)c1ccc2nc(Cc3ccc(OC)c(OC)c3)oc2c1 (stereo not given)	i	1%	-4%	-0.4%[9.22 µM]	1.8
29	CC(C)CNS(=O)(=O)c1ccc(CCC(=O)NCCc2ccccc2)cc1	i	1%	-6%	0.1%	-5.2
30	COC(=O)c1c(C(=O)OC)c2n(c1C)CCS2	i	-2%	0%	-0.6%	-0.2

no.	MmCpn inh	HepG2 tox	A549 tox	Abeta rescue
16	1%	-91%	-1%	-7%
17	-1%	-1%	12%	-15%
18	0%	-6%	-19%	-2%
19	x	-11%	x	2%
20	0%	-21%	-4%	7%
21	2%	-42%	5%	-20%
22	3%	-28%	8%	u
23	-1%	8%	-7%	-1%
24	0%	14%	3%	-1%
25	-9%	-29%	-7%	-5%
26	0%	-4%	3%	-5%
27	0%	-3%	-15%	4%
28	1%	1%	2%	-5%
29	-2%	-1%	0%	1%
30	7%	-1%	6%	-1%

no.	Compound	Akt phos inh	Nrf2 inh	TGFb inhibitor	Nrf2 ARE act	CCT modulator
31	O=C(Oc1ccc(-n2cnnn2)cc1)c1ccco1	i	5%	23%	0.4%	-2.2
32	OCCN1CCN(Cc2cc(Cl)c3cccnc3c2O)CC1	i	u	u	0.0%	-1.8
33	COC(=O)c1ccccc1NC(=O)C1CCCN(S(C)(=O)=O)C1 (stereo not given)	x	16%	-2%	-0.4%	0.3
34	O=C(NCCC(=O)N1CCN(c2ncccn2)CC1)c1ccccc1Cl	i	4%	4%	-0.5%	-0.3
35	N#Cc1cc(N2CCCCC2)c([N+](=O)[O-])cc1C#N	i	-15%	-5%	-0.4%	-2.4
36	COc1cccc(OCc2nc3ccccc3n2CCOc2cccc(C)c2)c1	x	u	u	7.4%	x
37	Cc1cc(-n2nc(C)cc2C)nc(NS(=O)(=O)c2ccccc2)n1	i	x	u	-0.1%	-1.2
38	Nn1c(SCC(=O)N2CCCC2)nnc1-c1cccs1	i	x	10%	0.5%	0.5
39	COC(=O)c1ccc(NC(=O)N2CCN(Cc3cc(=O)n4nc(-c5ccc(C)cc5)sc4n3)CC2)cc1	x	x	18%	-0.8%	x
40	CC(=O)Nc1ccc(NC(=O)CSc2ccc(-c3cccs3)nn2)cc1	i	-8%	-2%	0.2%	-11

no.	MmCpn inh	HepG2 tox	A549 tox	Abeta rescue
31	2%	5%	-16%	13%
32	-2%	-26%	-19%	0%
33	-1%	-2%	0%	4%
34	1%	8%	2%	4%
35	0%	-9%	4%	9%
36	x	-89%	-22%	u
37	-2%	5%	3%	13%
38	x	6%	x	0%
39	x	-2%	1%	5%
40	-10%	-6%	1%	0%

Compounds above that contain a thiophene ring, fused or not (five):
no.	Compound	Akt phos inh	Nrf2 inh	TGFb inhibitor	Nrf2 ARE act	CCT modulator
2	O=C1/C(=C\c2ccsc2)NC(=S)N1c1ccccc1	i	u	-17%	u	0.5
12	S=c1[nH]nc(-c2ccco2)n1/N=C/c1cccs1	i	14%	0%	19%	-0.5
15	Nc1nc(-c2cccs2)c(-c2cccs2)s1	i	13%	-2%	0.6%	-0.7
38	Nn1c(SCC(=O)N2CCCC2)nnc1-c1cccs1	i	x	10%	0.5%	0.5
40	CC(=O)Nc1ccc(NC(=O)CSc2ccc(-c3cccs3)nn2)cc1	i	-8%	-2%	0.2%	-11

no.	MmCpn inh	HepG2 tox	A549 tox	Abeta rescue
2	-8%	1%	0%	-9%
12	1%	10%	-2%	-3%
15	-2%	-9%	0%	-10%
38	x	6%	x	0%
40	-10%	-6%	1%	0%

High-throughput results deposited in PubChem BioAssay by National Center for Advancing Translational Sciences (NCATS).
